NPC1 prom act: qHTS Assay for NPC1 Promoter Activators; Huh7 NPC1 promoter luciferase reporter, 24 h; Potency, µM (titrated, usually from 9.22 µM), without a hit: at the top dose activation, actives largely listed as activators; actives 2.4% (n = 320,000); AID 485313, 2010;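 note: potency is the fitted concentration of half-maximal effect; % of control where 0% means no effect; nearly all actives have a fitted effect of over 60% in size; reporter is driven by a mutant NPC1 promoter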
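Luminescence from an NPC1 promoter-driven luciferase reporter in stably transfected Huh7 cells was measured after 24 h compound treatment at 37 °C, followed by 10 min ambient incubation with luciferase detection reagent.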
p53 reactivation: qHTS assay for re-activators of p53 using a Luc reporter. H1299 p53-A138V BP100-luciferase reporter, luminescence, 24 h. Potency, µM (top dose mostly 92.2 µM), for the others: at the top dose activity change, positive = activation, usual class: activators. actives 0.063% (n = 320,000); note: potency is the fitted concentration of half-maximal effect; % of control where 0% means no effect; nearly all actives have a fitted effect of over 45% in size
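H1299 (p53-null), stable ts p53-A138V + BP100-Luc; 1000 cells/well, Opti-MEM/10% FBS; cpd 4 pt, 1:5; 24 h, 37 deg C, 5% CO2; detection reagent 10 min RT; luminescence.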
ELG1 DNA repair: qHTS screen for small molecules that inhibit ELG1-dependent DNA repair in human embryonic kidney (HEK293T) cells expressing luciferase-tagged ELG1. HEK293T ELG1-luciferase reporter, luminescence, 16 h; DNA damage induced by 5-fluorouridine. Potency, µM (highest dose often 46.1 µM), inactives show top-dose activity change, negative = inhibition, most hits filed as inhibitors. actives 2.3% (n = 330,000). AID 504467, 2011; note: potency is the fitted concentration of half-maximal effect; % is set by controls: 0 for no effect and ±100 for the full control effect; nearly all actives have a fitted effect of over 55% in size
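Luminescence from the luciferase reporter, measured 30 min after ONE-Glo reagent at room temperature, was the read-out. Beforehand, 2,000 cells per well were exposed for 16 hr at 37 °C to 5-fluorouridine together with compound or vehicle.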
FLuc modulator: qHTS profiling assay for firefly luciferase inhibitor/activator using purifed enzyme and Km concentrations of substrates (counterscreen for miR-21 project). Luciferin 4-monooxygenase (Photinus pyralis), P08659. actives 6.9% (n = 360,000). Potency, µM (doses to about 57.5 µM), inactives show at the highest dose activity change, negative = inhibition, actives largely listed as inhibitors. AID 588342, 2011. purified FLuc, Km substrates, luminescence inhibition;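 note: potency is the fitted concentration of half-maximal effect; plate controls were vehicle for no effect and reference inhibitor for full effect; nearly all actives have a fitted effect of over 55% in size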
Target sequence (P08659 whole entry, looked up): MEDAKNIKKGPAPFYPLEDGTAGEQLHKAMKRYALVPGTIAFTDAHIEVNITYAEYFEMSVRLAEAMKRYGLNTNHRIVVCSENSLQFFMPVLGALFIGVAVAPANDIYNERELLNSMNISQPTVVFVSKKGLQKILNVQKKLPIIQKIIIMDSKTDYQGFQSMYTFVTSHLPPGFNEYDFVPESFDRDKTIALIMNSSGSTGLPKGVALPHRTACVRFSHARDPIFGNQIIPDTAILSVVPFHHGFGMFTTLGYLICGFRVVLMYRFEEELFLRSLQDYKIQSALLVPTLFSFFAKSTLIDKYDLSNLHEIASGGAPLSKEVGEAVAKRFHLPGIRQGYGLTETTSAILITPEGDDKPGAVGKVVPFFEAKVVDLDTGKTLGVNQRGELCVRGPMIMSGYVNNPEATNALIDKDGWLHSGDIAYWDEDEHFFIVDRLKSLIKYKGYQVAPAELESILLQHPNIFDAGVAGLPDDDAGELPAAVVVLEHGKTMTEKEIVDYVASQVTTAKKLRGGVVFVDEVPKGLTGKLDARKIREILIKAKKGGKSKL
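Purified P. pyralis luciferase, 10 nM final, with Km-level 10 uM D-luciferin and 10 uM ATP in 50 mM Tris acetate pH 7.5, 10 mM Mg acetate, 0.01% Tween-20, 0.05% BSA; 6-point qHTS titration about 60 µM downward; luminescence read.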
Tb PFK inh: qHTS Assay to Find Inhibitors of T. brucei phosphofructokinase. ATP-dependent 6-phosphofructokinase (Trypanosoma brucei brucei), O15648. T. brucei PFK, ADP-Glo luminescence. Potency, µM (highest dose often 57.5 µM), for inactives: top-dose activity, negative = inhibition, usual class: inhibitors. actives 0.17% (n = 330,000). AID 485367, 2010;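 note: potency is the fitted concentration of half-maximal effect; 0% = uninhibited 1x PFK enzyme wells and -100% = no-enzyme wells; nearly all actives have a fitted effect of over 60% in size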
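In TEA buffer at pH 8.0 with 5 mM MgCl2, enzyme (1.25 nM) converted F6P (0.5 mM) and ATP (0.1 mM) for 45 min at room temperature. ADP product was read by luciferase luminescence.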
BRCA1 expr act: qHTS Assay to Identify Small Molecule Activators of BRCA1 Expression; MCF7-BRCA1-FFLuc reporter, luminescence, 48 h; response scale: scaled: vehicle 0%, 10 µM genistein 100%; actives 1.1% (n = 380,000); AID 624202, 2012; Potency, µM (top dose mostly 46.1 µM), for the others: at the top dose activation, most hits filed as activators; note: potency is the fitted concentration of half-maximal effect; nearly all actives have a fitted effect of over 80% in size; some results filed as inactive show a strong effect at the top dose
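MCF7-BRCA1-FFLuc, 2000 cells/well; 2 h attach, 37 °C/5% CO2; compound 48 h; luciferase substrate 15 min; luminescence end-point. Norm. to genistein 10 microM max activation and DMSO; concentration-response curves fitted.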
TRPV1 ag: HTS Assay for Compounds that Act as Agonists of the Vanilloid Receptor 1; Transient receptor potential cation channel subfamily V member 1 (Homo sapiens), Q8NER1; TRPV1-expressing cells, Fluo-8 calcium influx, agonist mode; activation, % at 8.33 µM; actives 0.19% (n = 320,000); AID 540275, 2011; in the data active = activation above about 80%; inconclusive = between about 30% and that limit; note: 0% is about no effect
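Fluo-8 calcium influx in TRPV1-expressing cells, kinetic read (ex 480/em 520 nm). Compound added and read 3 min for agonist activity, followed by capsaicin at EC20 final and 2 min further read for enhancement.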
RORgamma inh: qHTS for inhibitors of ROR gamma transcriptional activity; Nuclear receptor ROR-gamma (Mus musculus), P51450; Drosophila S2 Gal4-RORgamma UAS-luciferase reporter, 20 h; Potency, µM (series often up to 53.6 µM), without a hit: top-dose activity change, negative = inhibition, actives largely listed as inhibitors; actives 5.4% (n = 310,000); note: potency is the fitted concentration of half-maximal effect; % is set by controls: 0 for no effect and ±100 for the full control effect; nearly all actives have a fitted effect of over 60% in size
Target sequence (P51450 whole entry, looked up, the tested form may be a part): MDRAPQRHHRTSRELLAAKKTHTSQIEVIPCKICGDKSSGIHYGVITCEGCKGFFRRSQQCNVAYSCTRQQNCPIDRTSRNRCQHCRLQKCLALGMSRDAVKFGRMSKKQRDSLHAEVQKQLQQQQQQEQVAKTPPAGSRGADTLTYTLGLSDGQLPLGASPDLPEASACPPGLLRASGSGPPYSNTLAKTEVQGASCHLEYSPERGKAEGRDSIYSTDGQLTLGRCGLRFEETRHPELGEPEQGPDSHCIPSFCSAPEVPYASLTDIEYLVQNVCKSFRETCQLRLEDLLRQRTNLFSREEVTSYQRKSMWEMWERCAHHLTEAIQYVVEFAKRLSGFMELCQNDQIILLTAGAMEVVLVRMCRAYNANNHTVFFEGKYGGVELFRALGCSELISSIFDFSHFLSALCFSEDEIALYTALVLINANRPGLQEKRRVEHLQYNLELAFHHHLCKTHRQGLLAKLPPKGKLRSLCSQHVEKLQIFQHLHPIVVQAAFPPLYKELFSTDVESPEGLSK
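Luciferase reporter read in Schneider cells carrying Gal4-RORγ (mouse) and UAS-Photinus luciferase; cells given compound 1 h before 700 uM copper sulfate induction, then incubated 20 h at ambient temperature.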
Rab9 promoter act: qHTS Assay for Rab9 Promoter Activators. Huh7 Rab9 promoter-luciferase reporter, luminescence, 24 h. actives 2.8% (n = 320,000). Potency, µM (titrated, usually from 9.22 µM), inactives show top-dose activation, negative = inhibition, most hits filed as activators; note: potency is the fitted concentration of half-maximal effect; % of control where 0% means no effect; nearly all actives have a fitted effect of over 60% in size
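Luminescence from Amplite-detected luciferase (10 minutes, ambient) reports Rab9 promoter activation. Before that, stable Rab9-luciferase Huh7 cells (1500/well, reduced-serum OP-MEM I plus 10% FBS) were exposed to compound for 24 hours at 37C.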
Gal4-VP16 FLuc: VP16 counterscreen qHTS for inhibitors of ROR gamma transcriptional activity; Drosophila S2 Gal4-VP16 UAS-luciferase, luminescence, 20 h; Potency, µM (series often up to 53.6 µM), for inactives: at the highest dose activity, negative = inhibition, hits mostly inhibitors; actives 3.5% (n = 310,000);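 note: Gal4-VP16 expression switched on by copper sulfate through the metallothionein promoter; potency is the fitted concentration of half-maximal effect; % is set by controls: 0 for no effect and ±100 for the full control effect; nearly all actives have a fitted effect of over 50% in size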
ELG1 genotoxic: qHTS screen for small molecules that induce genotoxicity in human embryonic kidney (HEK293T) cells expressing luciferase-tagged ELG1; HEK293T ELG1-luciferase reporter, luminescence, 16 h; Potency, µM (highest dose often 46 µM), for the others: at the top dose activity change, positive = activation, actives largely listed as activators; actives 1.3% (n = 330,000); AID 504466, 2011; note: potency is the fitted concentration of half-maximal effect; % of control where 0% means no effect; nearly all actives have a fitted effect of over 60% in size
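ELG1-luciferase HEK293T cells, 2,000/well; compound pinned in; 16 hr, 37 °C, 5% CO2; ONE-Glo, 30 min RT; luminescence on CCD imager.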
Numbers without * were called inactive; ? = inconclusive; . = no result given. Unless noted, calls come from the whole dose curve; as a rule, active = well fitted curve in the direction sought with a large enough effect; inconclusive = small, poorly fitted or top-dose-only effect, or another doubt; inactive = no such curve, though single readings can be large; an effect the other way counts as inactive or inconclusive.

SMILES	NPC1 prom act	p53 reactivation	ELG1 DNA repair	FLuc modulator	Tb PFK inh	BRCA1 expr act	TRPV1 ag	RORgamma inh	Rab9 promoter act	Gal4-VP16 FLuc	ELG1 genotoxic
COc1cc(/C=N/NC(=O)CC2(C)OCCO2)cc(Br)c1O	-4%	-1%	9%	-2%	-1%	-7%	-1	-7%	-2%	-4%	1%
COCCNC(=O)C(c1ccco1)N(C(=O)Cn1nnc2ccccc21)c1ccccc1C (centres undefined)	-1%	-6%	10%	3%	-7%	0%	-12	-7%	-1%	4%	2%
CCc1ccc(N2CN(Cc3cccnc3)CNC2=S)cc1	-4%	-1%	-5%	0%	-2%	-11%	.	-26%	-5%	6%	0%
Cc1cccc(Cn2ccc(-c3ccc(Cl)cc3)c(C#N)c2=O)c1	1%	7%	11%	1%	-1%	-23%	9	?	-3%	-1%	2%
O=C(COC(=O)CC1CC2CCC1C2)NCc1ccc(Cl)cc1 (centres undefined)	.	1%	3%	.	9%	-8%	.	.	.	.	-2%
CCOc1cc(/C=C2\C(=N)N3N=CSC3=NC2=O)ccc1OS(=O)(=O)c1ccccc1	1%	7%	1%	-19%	3%	-13%	1	30%	0%	2%	-6%
CC(C)Cc1nc2sc3c(SCC(N)=O)ncnc3c2c2c1CCC2	-3%	-1%	22%	-16%	-2%	3%	0	1%	-2%	7%	4%
Cc1ccc2cc3c(N)[nH]nc3nc2c1	0%	6%	3%	?	3%	25%	-6	24%	0%	-18%	3%
CC(C)(C)C(=O)NC(=S)Nc1ccccc1N1CCCC1	1%	15%	6%	-2%	3%	-11%	-4	20%	4%	?	0%
Clc1ccc(OCc2nc(-c3ccncc3)no2)c(Cl)c1	0.89µM*	?	?	2.1µM*	-7%	?	5	22%	0.63µM*	0%	7.3µM*
O=C(CSc1nc(NS(=O)(=O)c2ccccc2)cc(=O)[nH]1)Nc1ccc(Cl)cc1	-2%	3%	0%	-1%	?	-38%	-1	-30%	-8%	-18%	-1%
O=C1CCN(Cc2ccccc2)C=C1c1ccc(Br)cc1	.	3%	18%	.	1%	-10%	.	.	.	.	1%
COc1ccccc1OCC(=O)Nc1ccc(S(=O)(=O)Nc2nccs2)cc1	1%	0%	7%	2%	0%	-1%	1	-24%	-1%	-2%	1%
CCCCNC(=S)N1CCC(Cc2ccccc2)CC1	-1%	-5%	-1%	?	-10%	12%	?	?	6%	?	7%
CN1/C(=C\C(=O)CN2C(=O)NC3(CCCCCC3)C2=O)C(C)(C)c2ccccc21	-5%	-5%	?	-2%	4%	-36%	4	?	-2%	?	-13%
COc1cc2nc(NC(=O)c3ccco3)sc(=O)c2cc1OC	-16%	-5%	15%	-8%	-4%	-20%	2	1%	-8%	2%	-7%
COc1ccc(C(C)=O)cc1CSc1nnc(SCc2cc(C(C)=O)ccc2OC)s1	-3%	-3%	0%	-1%	3%	-5%	1	-1%	-10%	9%	-2%
Cc1ccc(CCCNC(=O)C2CCC(=O)N(Cc3cccc(F)c3)C2)cc1 (centres undefined)	-2%	-1%	-3%	0%	-5%	0%	15	33%	-2%	0%	-3%
CCN1C(=O)[C@@H]2[C@@H](c3ccc(-c4ccccc4)cc3)N3CCCC[C@@]3(C(=O)OC)[C@@H]2C1=O	-7%	-12%	-16%	6%	0%	0%	5	.	1%	.	-2%
CCCOc1ccc2ccccc2c1/C=N/n1c(C)nnc1-n1nc(C)cc1C	-24%	4%	?	-6%	6%	-47%	16	0%	-12%	1%	23%
Cc1ccc(C(=O)COC(=O)c2ccc(-c3cnc4ccccc4n3)cc2)cc1C	11%	?	0%	?	-1%	-2%	-4	7%	12%	-7%	2%
N#Cc1ccsc1NC(=O)CSc1ncnc2ccccc12	9%	?	-9%	-18%	14%	-52%	-1	29%	1%	?	-2%
O=C(c1ccc(Cl)cc1)N1CCc2ccccc21	-1%	.	28%	-20%	1%	85%	-1	28%	4%	13%	9%
O=C(Nc1nc2cc3c(cc2s1)OCCO3)c1cccs1	?	6%	?	0.21µM*	0%	-36%	?	?	0.11µM*	?	0.41µM*
Cc1ccc(Sc2cc(C(=O)NCCCN(C)C)c3ccccc3n2)cc1	-3%	-2%	5%	1%	-11%	-47%	0	-1%	1%	-8%	-4%
CC(C)Cc1ccc(CN2CCCC(NC(=O)CCN3CCCO3)C2)cc1 (centres undefined)	0%	?	4%	-5%	2%	0%	4	18%	12%	1%	-14%
Cc1cc([N+](=O)[O-])nn1CC(=O)Nc1sc2c(c1C(N)=O)CCCC2	0%	7%	4%	-1%	4%	-7%	11	27%	-4%	23%	-5%
CCOC(=O)C(=O)Nc1ccc(Oc2ccccc2)cc1	-3%	0%	10%	15µM*	5%	-1%	?	4%	-27%	-5%	4%
Cc1ccc2[nH]c(=O)c(CN(CCc3ccccc3)C(c3nnnn3Cc3ccco3)C(C)C)cc2c1 (centres undefined)	-3%	1%	18µM*	5%	1%	-80%	14	36%	-1%	-4%	-9%
CCSc1nnc(Cn2c(=O)sc3ccccc32)n1C	-6%	4%	1%	2%	2%	3%	-1	24%	-1%	-12%	4%
O=C(Cn1cc(C(F)(F)F)cc(Cl)c1=O)NCc1ccc(Cl)cc1	3%	-4%	?	1%	-1%	3%	-2	28%	7%	-14%	16%
Cc1nc2ccc(-c3nc4ccccc4o3)cc2[nH]1	0.71µM*	?	?	2.4µM*	2%	?	?	?	0.45µM*	?	?
CC(=O)Nc1ccc(NC(=O)c2cc(-n3cnnc3)ccc2Cl)cc1	-7%	-2%	-14%	0%	4%	-6%	-4	1%	0%	9%	-2%
COCCNC(=O)c1c(N)sc2c1CCCC2	5%	-20%	?	-6%	-11%	.	-1	-15%	-5%	-2%	4%
CCn1cc(C(=O)N2CCN(C(=O)c3ccco3)CC2)c2cc(OC)c(OC)cc2c1=O	-2%	?	-13%	6%	-30%	0%	-3	-13%	-8%	2%	1%
Cc1ccn(C(=O)c2cc3cc(Cl)ccc3oc2=O)n1	3%	-20%	7%	-4%	-1%	2%	-1	0%	22%	-5%	-7%
CC(C)CN1CCN(Cc2ccc3ncccc3c2)CC1CCO (centres undefined)	-2%	7%	1%	3%	-1%	-10%	-1	-22%	-5%	-15%	1%
NC(=O)NC(CC(=O)OCC(=O)NC(=O)NCc1ccco1)c1ccc(Cl)cc1 (centres undefined)	-1%	0%	?	3%	0%	-3%	-1	0%	0%	-9%	1%
COc1ccc(-n2c(=S)[nH]c3cc(C(=O)NCc4ccccc4OC)ccc3c2=O)c(OC)c1	-2%	-14%	-31%	1%	-6%	-22%	2	14µM*	-2%	14µM*	-16%
O=C(Nc1cccc(Cl)c1)N1CCN(Cc2ccccc2)CC1	?	18%	?	15µM*	0%	?	?	?	?	20%	21µM*

3 compounds from above, sorted by their value in TRPV1 ag, highest first.
structure,TRPV1 ag
NC(=O)NC(CC(=O)OCC(=O)NC(=O)NCc1ccco1)c1ccc(Cl)cc1 (centres undefined),-1
O=C(Cn1cc(C(F)(F)F)cc(Cl)c1=O)NCc1ccc(Cl)cc1,-2
CC(=O)Nc1ccc(NC(=O)c2cc(-n3cnnc3)ccc2Cl)cc1,-4

Later entries
SMILES	NPC1 prom act	p53 reactivation	ELG1 DNA repair	FLuc modulator	Tb PFK inh	BRCA1 expr act	TRPV1 ag	RORgamma inh	Rab9 promoter act	Gal4-VP16 FLuc	ELG1 genotoxic
Cc1[nH]c2ccccc2c1/C=N/NC(=O)c1cccc(F)c1	7%	3%	11%	?	4%	-22%	-2	-22%	15%	-12%	3%
CCc1cc2ccc(OC)cc2nc1SCC(=O)NNC(=O)c1ccco1	-1%	-5%	-14%	-11%	-5%	5%	1	18µM*	-15%	-1%	-1%
Cc1ccc(-c2nnc(N3CCN(C(=O)c4ccco4)CC3)c3ccccc23)cc1	-1%	-4%	?	3%	-2%	-11%	9	-2%	-6%	?	-7%
O=C1Nc2ccc(Cl)cc2C12Nc1ccccc1-c1nnc(SCc3ccccc3F)nc1O2 (centres undefined)	7%	28%	6%	1%	2%	-10%	-3	3%	1%	4%	1%

Bioassay records as filed in PubChem BioAssay.

Hits appear at their usual frequency. About 15% of those tested had a hit in this group.
